Screening data as filed in PubChem BioAssay.
MITF act = activators of MITF-driven TRPM1 promoter reporter, primary screen, cell-based, SK-MEL-5, luciferase, single point. SK-MEL-5 TRPM1-promoter luciferase, 24 h; % of positive control, neutral wells = 0. activation, % at 12.5 µM. hit rate 0.75% among 300,000;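 active = mean activation of at least 80% with every replicate also reaching 80%; inconclusive = mean reaches 80% but some replicate falls short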;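 also: 0% = neutral control wells and 100% = parthenolide positive control wells; values of inactives mirror those of a sister screen read the other way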
CDK5 p35 inh = inhibitors of human CDK5/p35 kinase, primary screen, biochemical, single concentration. Cyclin-dependent kinase 5 (Homo sapiens) + Cyclin-dependent kinase 5 activator 1 (Homo …. Recombinant CDK5/p35, ADP-Glo luminescence, 60 min. inhibition, % at 10 µM. hit rate 0.01% among 330,000;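 active = highest replicate inhibition of at least 50% and at least 75% of replicates reaching 50%; inconclusive = only one of the two criteria met; inactive = both criteria failed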;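 also: plate controls were DMSO neutral control for no effect and GW8510 at 10 µM for full effect; many of its hits are not listed in these tables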
SR-BI HDL uptake = inhibitors of SR-BI mediated HDL lipid uptake, primary screen, ldlA[mSR-BI] cells, fluorescence, single point. Scavenger receptor class B member 1 (Mus musculus), Q61009. ldlA[mSR-BI] CHO cells, DiI-HDL uptake fluorescence, 3 h. inhibition, % at 12.5 µM. hit rate 0.96% among 320,000. AID 488896, 2010;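 active = mean replicate inhibition of at least 70% and a set share of replicates each scoring 70 or more; inconclusive = meets just one of the two criteria; inactive = fails both criteria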;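 also: 0% = median of neutral control wells and 100% = median of positive control wells; values of inactives mirror those of a sister screen read the other way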
Target sequence (Q61009 whole entry, looked up): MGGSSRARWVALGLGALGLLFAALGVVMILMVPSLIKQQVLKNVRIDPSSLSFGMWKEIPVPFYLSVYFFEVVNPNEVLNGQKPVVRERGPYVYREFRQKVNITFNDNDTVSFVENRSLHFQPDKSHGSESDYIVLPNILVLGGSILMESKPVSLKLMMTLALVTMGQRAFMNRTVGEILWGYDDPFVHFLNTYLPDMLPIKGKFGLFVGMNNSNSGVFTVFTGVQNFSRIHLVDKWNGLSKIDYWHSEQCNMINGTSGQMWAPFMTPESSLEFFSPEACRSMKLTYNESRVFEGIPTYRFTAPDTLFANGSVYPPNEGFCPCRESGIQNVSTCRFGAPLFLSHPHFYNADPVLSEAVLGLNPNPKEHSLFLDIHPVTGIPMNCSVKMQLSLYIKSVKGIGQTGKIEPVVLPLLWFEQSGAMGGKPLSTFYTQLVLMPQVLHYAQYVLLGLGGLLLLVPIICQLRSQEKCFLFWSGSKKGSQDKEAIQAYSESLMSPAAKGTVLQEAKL
cardiac RTF act = cardiac RTF calcium sensitivity activators, primary screen, biochemical, IANBD-TnC fluorescence, EC20 calcium. Troponin I, cardiac muscle (Homo sapiens) + Troponin T, cardiac muscle (Homo sapiens) + …. AID 493008, 2010. IANBD-labeled TnC RTF fluorescence at EC20 calcium; 0% EC20 calcium, 100% full calcium. activation, % at 7.2 µM. hit rate 0.24% among 340,000;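 active = activation above the mean over all tested compounds plus 3 SD, cut at about 30% in these data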;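 also: rise in fluorescence read as greater calcium sensitivity of cardiac thin filaments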
Rtt109 Vps75 = inhibitors of C. albicans Rtt109/Vps75 HAT, primary screen, biochemical, ThioGlo CoA-SH fluorescence, plate reader. Histone acetyltransferase RTT109 (Candida albicans (strain SC5314 / ATCC MYA-2876)), …. purified Rtt109/Vps75, 4 h. inhibition, % at 34.9 µM. hit rate 0.16% among 330,000;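 active = inhibition of at least 50% in every replicate; inconclusive = best replicate reaches 50% inhibition but some replicates fall short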
Target sequence (Q5AAJ8 whole entry, looked up): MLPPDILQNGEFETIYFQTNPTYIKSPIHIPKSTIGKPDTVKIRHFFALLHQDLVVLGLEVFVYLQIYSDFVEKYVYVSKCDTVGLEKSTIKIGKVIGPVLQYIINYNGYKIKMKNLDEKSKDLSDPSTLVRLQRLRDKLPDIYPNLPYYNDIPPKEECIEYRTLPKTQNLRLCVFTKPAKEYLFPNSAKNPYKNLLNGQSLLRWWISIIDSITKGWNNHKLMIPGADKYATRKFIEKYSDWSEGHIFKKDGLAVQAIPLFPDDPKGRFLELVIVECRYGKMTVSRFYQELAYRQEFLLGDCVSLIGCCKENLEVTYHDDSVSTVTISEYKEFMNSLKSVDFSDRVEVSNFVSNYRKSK
PvdQ inh = P. aeruginosa PvdQ acylase inhibitors, primary screen, biochemical, fluorescence, plate reader and imaging, single point. inhibition, % at 10 µM. hit rate 0.063% among 340,000. AID 488965, 2010. purified PvdQ acylase; in the data active = inhibition above about 30%, passing the limit was not always enough; inconclusive = no clear call, values can overlap the other calls;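 also: 0% = vehicle neutral wells and 100% = reference inhibitor wells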
Wnt act = Wnt/beta-catenin pathway activators, primary screen, cell-based, plate reader, single point; Wnt/beta-catenin reporter cell assay, activator; activation, % at 9.35 µM; hit rate 1.2% among 300,000; AID 743398, 2014; in the data active = activation above about 30%, passing the limit was not always enough; inconclusive = no clear call, values can overlap the other calls;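 also: 0% = neutral control wells and 100% = positive control wells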
HTR5A ag = HTR5A agonists in luminescence cell assay, primary screen, counter-screen for OPRM1-OPRD1 heterodimer agonist project, full-deck HTS; cell-based; activation, % at 9.3 µM; hit rate 0.61% among 340,000; AID 504692, 2011; in the data active = activation mostly above about 9.5%, no sharp cut-off; inactive = mostly below about 7.6%;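 also: 0% = cells with vehicle only and 100% = reference agonist; strong numbers were not always called active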
dFosB act = activators of delta FosB homodimer, primary screen, biochemical, fluorescence polarization, TAMRA-CDK5 oligo, single point; Protein FosB (Mus musculus), P13346; purified delta FosB; percent of positive-control signal above neutral wells; activation, % at 25 µM; hit rate 0.99% among 340,000;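 active = mean activation above about 17%, with every replicate also reaching it, limit read from the data, passing the limit was not always enough; inconclusive = only one of the two conditions met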;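 also: fluorescence polarization rise as delta FosB binds a TAMRA Cdk5 AP-1 oligo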
SR-BI uptake up = activators of SR-BI mediated DiI-HDL uptake, primary screen, ldlA[mSR-BI] CHO cells, DiI fluorescence; activation, % at 12.5 µM; hit rate 0.096% among 320,000; 3 h; 100 = double the neutral-control signal;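 active = mean replicate activation of at least 60% and every replicate at or above 60%; inconclusive = mean or all-replicate condition met, but not both; inactive = mean below 60% and not all replicates reaching 60%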;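 also: 0% = median plate neutral-control signal and 100% = twice that signal; values of inactives mirror those of a sister screen read the other way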
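System: CHO ldlA[mSR-BI] cells / Medium: HEPES-buffered (25 mM, pH 7.4) F12 plus 0.5% BSA / Probe or stimulus: labelled HDL, 10 µg/mL / Doses: single compound concentration, delivered by pin transfer / Schedule: 3 h, 37 °C / Measured by: DiI fluorescence, bottom read / Measure: cell-associated DiI fluorescence as measure of HDL uptake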
* hit, by the source's call; ? = inconclusive; . = not tested or not shown.

SMILES	MITF act	CDK5 p35 inh	SR-BI HDL uptake	cardiac RTF act	Rtt109 Vps75	PvdQ inh	Wnt act	HTR5A ag	dFosB act	SR-BI uptake up
CCCCCCC(C)OC(=O)Nc1cccc2ccccc12 (stereo not given)	11	0.8	-10	-2	2	-9	3	6	0	10
Cc1cc(C)n2nc(SCC3COc4ccccc4O3)nc2n1 (stereo not given)	.	-0.3	24	3	-6	-7	7	0	-8	-24
CCCn1c(SCC(=O)NC2CC2)nnc1-c1cccs1	-2	-0.2	-19	-2	-15	-11	0	2	2	19
O=C(CCC(C(=O)O)N1C(=O)c2ccccc2C1=O)Nc1ccccc1 (stereo not given)	1	2.7	-11	-4	2	8	-1	-1	-3	11
CCC/C(=C1/c2ccccc2C(=O)N1c1ccccc1)c1cnc(OC)nc1	-6	0.3	-10	-3	0	0	1	-1	-2	10
O=C(NCCc1ccccn1)C1CCN(S(=O)(=O)c2ccc(Cl)cc2)CC1	-4	1.0	-30	10	-3	-9	-1	1	-15	30
O=C(c1cc([N+](=O)[O-])ccc1Cl)N1CCN(Cc2ccccc2)CC1	7	-0.9	5	-2	-4	-6	1	5	-8	-5
CC1(C)N=C(N)NC(Nc2cccc(Br)c2)=N1	-4	0.3	-7	-7	2	1	-6	1	-2	7
COc1ccc(S(=O)(=O)NCC(=O)N(CC2CCCO2)C(C(=O)NC2CCCC2)C(C)C)cc1 (stereo not given)	1	0.3	-4	-2	1	-8	-1	0	-4	4
CC(C(=O)Nc1ccccc1)N(c1cccc(Cl)c1)S(C)(=O)=O (stereo not given)	13	2.1	-15	4	-2	-4	-8	0	-7	15
S=C(Nc1ccccc1Cl)NC1CC2CCCC(C1)N2C1CC1 (stereo not given)	-5	3.1	-10	5	.	-7	1	-1	-17	10
O=C(c1ccc(F)cc1)C(C(=O)N1CCCCC1)n1ccccc1=O (stereo not given)	-8	-2.7	4	6	-8	2	-2	4	5	-4
Cc1c(NS(=O)(=O)c2cccc(C(=O)N3CCC(C)CC3)c2)c(=O)n(-c2ccccc2)n1C	2	-1.7	-38	5	6	-9	1	4	-9	38
COc1cc(OC)cc(C(=O)Nc2ccn(C)n2)c1	2	-1.8	-8	-6	8	-9	-2	1	-6	8
NC(=O)c1ccccc1NC(=O)/C=C/C(=O)O	.	-1.1	-55	-1	-1	-5	8	0	-3	55
CCc1cc(C(=O)Nc2ccccc2)cs1	53	0.8	-8	1	11	6	?	0	-2	8
CSc1ccc(S(=O)(=O)NCC(=O)OC2CCOC2=O)cc1[N+](=O)[O-] (stereo not given)	11	0.9	-9	1	-3	-11	-2	8	-8	9
COc1ccc(-c2nnn(Cc3nc(N)nc(N4CCOCC4)n3)n2)cc1OC	-1	-1.9	.	3	1	-8	.	-3	-9	.
CC(=NNc1ccc2ccccc2n1)c1ccccc1O	-70	1.8	33	0	1	-19	5	-2	-8	-33
Cc1cccc2sc(N(CCCN(C)C)C(=O)c3nc4ccccc4s3)nc12	-71	0.2	0	7	-30	0	.	3	-10	0
COc1ccccc1C(=O)NC(=O)COc1ccc([N+](=O)[O-])cc1	1	-1.6	1	-5	2	-12	3	-2	-9	-1
O=C(CSc1nnc(COc2ccc(F)cc2)o1)N1CCCCC1	7	11	-9	-5	10	-2	-1	7	-11	9
COc1cccc(Cn2nnc(C(=O)NCc3ccc(F)cc3)c2N)c1	-8	0.6	-8	3	1	-18	-1	0	7	8
O=C(O)COc1ccc(/C=N/NC(=O)c2ccc(-c3csc(Nc4ccc(Cl)cc4)n3)cc2)cc1	14	0.1	74*	-22	-8	-10	1	-1	-11	-74
CC(C)CC(CO)N1CCN(C(=O)c2ccc(Cl)cc2Cl)CCC1=O (stereo not given)	9	1.1	-4	5	6	-8	1	5	1	4
CC(=O)C(Sc1ncnc2sc3c(c12)CCCC3)C(C)=O	-5	-0.1	-7	-1	-3	-5	-2	4	-10	7
Cc1ccc(S(=O)(=O)N2CCN(C(=O)COC(=O)CNC(=O)c3ccccc3)CC2)c(C)c1	-3	-3.3	-4	-1	3	-5	.	6	-7	4
O=Cc1c(Sc2ccccc2)nc2ccccn2c1=O	0	1.8	-19	0	1	-4	-6	-2	-1	19
S=C(NCCC(c1ccccc1)c1ccccc1)Nc1cccc(Cl)c1	0	1.3	7	-1	13	-2	.	2	0	-7
O=C(CSc1nnc(-c2ccncc2)n1-c1ccccc1)NCC1CCCO1 (stereo not given)	-11	0.2	-14	-3	-11	-8	-3	5	0	14
COc1ccc2c(c1)CC(C)C/C2=N\NC(=O)c1ccco1 (stereo not given)	13	2.2	4	3	1	-12	-2	-1	-4	-4
CC(C)C[C@@H](CNCC(=O)[C@H](C)NC(=O)c1[nH]cnc1C(=O)N[C@H](CN)CC(C)C)NC(=O)c1nc[nH]c1C(=O)N[C@@H](C)C(=O)O	-1	-2.3	-22	-1	-1	-16	-3	5	-7	22
CCOc1ccccc1NC1c2ccccc2C(=O)N1c1ccc(C)cn1 (stereo not given)	2	-0.6	-9	1	-5	-7	17	-2	2	9
CC(C)(C)C(=O)Nc1ccc2oc(-c3cc(F)c(F)cc3Cl)nc2c1	58	0.4	15	-6	0	-3	.	1	-3	-15
CC(C)N1C(=S)SC(C)(C)C1n1oc(=O)n(-c2cccc(Cl)c2)c1=O (stereo not given)	-7	0.3	-17	2	-2	-14	1	-3	0	17
CC(C)CN(C(=O)CC(C)c1ccccc1)c1c(N)n(Cc2ccccc2)c(=O)[nH]c1=O (stereo not given)	-10	-0.9	2	-2	.	-9	2	8	-1	-2
O=C(Nc1ccc(Br)cc1)C1CC=CCC1C(=O)OCC1CCCO1 (stereo not given)	8	4.4	18	2	.	4	-3	8	-5	-18
CN(C)CCNCc1ccc(OC2CCCC2)cc1	8	-1.2	6	-2	-9	-13	.	5	-2	-6
CC1(C)CC(=O)C(N=Nc2ccc(S(=O)(=O)N3CCCCCC3)cc2)=C(O)C1	-10	0.7	-20	-2	-8	-9	-1	-5	-8	20
COC(=O)c1sc(NC(=O)CSc2nc3cccnc3n2C2CCCCC2)nc1C	-1	1.0	26	6	-8	-6	-4	2	-5	-26

Laid out differently: entries from further up.
Sequence of screens: MITF act	CDK5 p35 inh	SR-BI HDL uptake	cardiac RTF act	Rtt109 Vps75	PvdQ inh	Wnt act	HTR5A ag	dFosB act	SR-BI uptake up
CC(C)C[C@@H](CNCC(=O)[C@H](C)NC(=O)c1[nH]cnc1C(=O)N[C@H](CN)CC(C)C)NC(=O)c1nc[nH]c1C(=O)N[C@@H](C)C(=O)O
 : -1	-2.3	-22	-1	-1	-16	-3	5	-7	22
S=C(NCCC(c1ccccc1)c1ccccc1)Nc1cccc(Cl)c1
 : 0	1.3	7	-1	13	-2	.	2	0	-7

(list continues)
SMILES	MITF act	CDK5 p35 inh	SR-BI HDL uptake	cardiac RTF act	Rtt109 Vps75	PvdQ inh	Wnt act	HTR5A ag	dFosB act	SR-BI uptake up
O=C(Nc1ccc(Br)cc1F)C1CCN(c2nnc(-n3cccc3)s2)CC1	.	1.2	24	4	-5	-17	-6	-1	-6	-24
CC(=O)c1ccc(NC(=O)CCS(=O)(=O)c2ccc3c(c2)n(C)c(=O)c(=O)n3C)cc1	0	1.2	-17	3	-11	-4	.	2	-6	17
COC(=O)C1(CO)NC(c2cccs2)C2C(=O)N(c3ccccc3)C(=O)C21 (stereo not given)	1	-1.5	-10	4	-6	-9	-2	3	-10	10
COc1cc(CNCc2ccccn2)ccc1OCc1ccccc1Cl	8	-1.8	.	11	6	5	0	-5	2	.
O=S(=O)(c1cccc(-n2cnnn2)c1)N1CCOCC1	-14	0.3	-19	-2	2	-6	.	3	3	19
O=C(CN1C(=O)NC2(CCOc3ccccc32)C1=O)c1ccc(F)cc1 (stereo not given)	-1	-0.2	-13	-9	-14	-12	2	-3	-2	13
CCCOc1ccc(C(=O)N2CCCc3ccccc32)cc1	.	-1.5	52	-1	24	3	.	5	3	-52
Cc1ccccc1C(=O)N1CCC(C(=O)O)CC1	-4	-1.4	-6	-1	3	-17	.	-1	3	6
Cn1sc(NC(=O)c2cccc(Cl)c2)nc1=O	16	-0.3	-19	0	-1	11	.	4	0	19
CCc1ccc(OCC(=O)N2CC(C(=O)OC)Oc3ccccc32)cc1 (stereo not given)	8	-2.9	-14	-1	-2	-10	0	-1	-3	14
O=C(NC1CC2CCCC(C1)N2C(=O)N1CCCCC1)C1CCCCC1 (stereo not given)	0	-0.1	0	-7	9	-9	.	3	-6	0
CCN(CC)S(=O)(=O)c1ccc(N2CCOCC2)c(NC(=O)CCC2CCCCC2)c1	2	-1.7	-14	-9	8	-5	.	-2	-11	14
COc1cccc(CC(=O)Nc2ccc3c(c2)CCC3)c1	13	-1.0	.	0	0	-6	-2	2	-6	.
CN1CCN(C(=S)c2cn(Cc3cccc(F)c3)c3ccccc23)CC1	-6	0.5	11	-1	.	5	-1	5	-7	-11
O=C1NC(=O)C2(CCCCC2)N1	6	0.3	-9	-6	10	4	8	4	-7	9
COc1cc(CNC2CCCCC2OC)cc(OC)c1 (stereo not given)	-4	0.0	.	6	-3	-4	-1	3	-13	.
COc1ccc(CNC(=O)Cc2csc(Nc3nc(=S)[nH]c4ccccc34)n2)cc1	-16	-0.9	5	3	5	4	.	7	35*	-5
O=C(Cn1cnc2c(nnn2Cc2ccccc2)c1=O)NCc1ccco1	-11	-0.6	-17	2	3	-9	-3	-2	-4	17
CCOc1ccc(/C=N/NC(=O)c2ccc(O)cc2)cc1CN1CC2CC(C1)c1cccc(=O)n1C2 (stereo not given)	-2	0.2	16	-4	-2	-9	6	-2	10	-16
Cc1cccc(C(=O)NCC(=O)N2CCOCC2)c1	2	1.8	-38	-1	-6	-20	1	2	-2	.
Cc1nn(C)c(Cl)c1CN1CCCC(CCC(=O)NCc2ccccc2F)C1 (stereo not given)	-1	-0.8	-9	7	-19	-16	-2	3	-1	9
CCOC(=O)c1ccc(S(=O)(=O)Nc2cc(S(=O)(=O)Nc3ccc(OC)cc3)ccc2O)cc1	-6	0.8	-11	3	0	-15	1	-2	-5	11
Cc1cc(C)nc(SCc2cc(=O)c(OC(=O)c3ccc(S(=O)(=O)N(C)C)cc3)co2)n1	-2	1.6	-22	-2	-2	-12	.	3	2	22
CC(C)CNC(=O)c1nn(Cc2ccccc2)c(=O)c2ccccc12	-3	2.0	10	2	-21	-15	-2	-1	-7	-10
